NLRP3 yeast inh: NALP3 inhibition in yeast; inhibition, % at 10 µM; hit rate 0.39% among 330,000; Yeast reconstituted NLRP3/ASC/caspase-1, beta-gal luminescence, 24 h;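 active = inhibition of 50% or more; inactive = inhibition below 50%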;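 also: plate controls were induced DMSO wells for no effect and uninduced yeast grown without galactose for full effect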
hIAP block: blocks human intestinal alkaline phosphatase. P09923. purified IAP, CDP-Star luminescence, 30 min. inhibition, % at 10 µM. hit rate 0.12% among 330,000. AID 2544;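 active = inhibition reaching a set limit with compound at 10 µM in the primary screen, cut at about 35% in these data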;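 also: plate controls were DMSO wells with enzyme for no effect and no-enzyme buffer wells for full effect; values of inactives mirror those of a sister screen read the other way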
A3G deaminase: APOBEC3G (human) deaminase inhibition. inhibition, % at 20 µM. hit rate 0.28% among 330,000. recombinant A3G, ssDNA deamination FAM/TAMRA fluorescence. AID 493012;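 active = inhibition of at least 40% at 20 µM, with no more than 30% in the related APOBEC3A deaminase screen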;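 also: plate controls were DMSO wells with A3G for no effect and wells lacking A3G enzyme for full effect; some compounds called inactive have numbers as strong as hits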
Target sequence (Q9HC16 whole entry, looked up): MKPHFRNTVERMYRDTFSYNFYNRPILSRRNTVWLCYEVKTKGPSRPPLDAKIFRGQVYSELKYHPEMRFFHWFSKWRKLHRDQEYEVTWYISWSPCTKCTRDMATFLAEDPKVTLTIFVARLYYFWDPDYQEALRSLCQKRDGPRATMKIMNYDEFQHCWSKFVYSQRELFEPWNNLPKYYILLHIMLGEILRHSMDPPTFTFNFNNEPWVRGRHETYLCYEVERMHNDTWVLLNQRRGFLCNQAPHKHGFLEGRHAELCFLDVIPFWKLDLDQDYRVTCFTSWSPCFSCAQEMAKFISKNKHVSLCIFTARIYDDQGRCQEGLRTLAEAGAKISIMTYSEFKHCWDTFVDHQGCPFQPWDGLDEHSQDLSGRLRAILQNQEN
beta cell repl: induces beta-cell replication in MIN6 cells. MIN6 cells proliferation, ATPlite luminescence, 48 h; cells starved in 0.2% serum; 100% = growth in 10% serum. proliferation, % at 10 µM. hit rate 0.29% among 330,000. AID 2380;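 active = compounds whose signal lies at least 3.5 SD above the mean of all wells on their plate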;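 also: 0% = DMSO-treated cells in low-serum medium and 100% = 10% serum control; some compounds called inactive have numbers as strong as hits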
APOBEC3A inh: inhibitors of human APOBEC3A DNA deaminase; hit rate 0.41% among 330,000; P31941; recombinant A3A, FAM/TAMRA ssDNA deamination fluorescence; inhibition, % at 20 µM; AID 493011;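 active = at least 40% inhibition at 20 µM here, with at most 30% in a related deaminase screen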;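 also: plate controls were A3A with DMSO for no effect and wells lacking A3A enzyme for full effect; some results filed as inactive read as strong as hits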
Target sequence (P31941 whole entry, looked up): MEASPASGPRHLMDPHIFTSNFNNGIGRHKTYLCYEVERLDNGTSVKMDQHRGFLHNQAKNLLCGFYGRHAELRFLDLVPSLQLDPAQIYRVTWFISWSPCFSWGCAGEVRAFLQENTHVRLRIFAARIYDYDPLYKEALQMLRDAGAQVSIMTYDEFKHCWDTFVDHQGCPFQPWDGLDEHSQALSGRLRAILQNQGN
mIAP activ: mouse IAP activation | hit rate 0.24% among 330,000 | muIAP, CDP-Star luminescence, 30 min; stronger effect = higher value; 1 = vehicle-only enzyme signal, 0 = enzyme-free wells | activation factor at 10 µM;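 active = activation factor of at least 2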; also: the source names both 10 and 20 µM as test concentration; values of inactives mirror those of a sister screen read the other way
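Assay system: mouse IAP enzyme / Compound: DMSO-dissolved test compounds / Timing: 30 min, room temperature / Measured by: luminescence from enzymatic CDP-Star hydrolysis / Control set: DMSO-only wells, enzyme-free buffer wells as negative control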
SENP1 inh: blocks the human SENP1 SUMO protease catalytic domain; recombinant SENP1 catalytic domain, CyPet-SUMO1-YPet FRET cleavage; inhibition, % at 10 µM; hit rate 0.21% among 360,000;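 active = inhibition at least 30% at 10 µM, raw YFP signal under a set limit, fluorescence ratio 0.5 to 1.5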;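 also: 0% = enzyme with DMSO and 100% = no enzyme wells; some results filed as inactive read as strong as hits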
Target sequence (Q9P0U3 419-644 limits assumed): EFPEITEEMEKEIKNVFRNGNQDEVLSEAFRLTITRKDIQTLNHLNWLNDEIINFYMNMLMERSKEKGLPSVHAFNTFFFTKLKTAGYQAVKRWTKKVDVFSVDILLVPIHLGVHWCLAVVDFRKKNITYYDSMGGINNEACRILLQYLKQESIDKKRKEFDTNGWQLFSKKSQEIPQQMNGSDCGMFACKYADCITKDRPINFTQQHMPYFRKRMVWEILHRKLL
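Material: hSENP1 catalytic domain, recombinant; medium: Tris pH 8 with BME, BSA, NP40 and catalase; compound: single concentration of 10 µM compound, 0.5% DMSO final; technique: FRET read of cyan and yellow fluorescence; timing: 50 min enzyme reaction, room temperature, light-protected; reagent: SFCypet-SUMO1-SFYpet substrate at 25 nM; control set: no-enzyme low, enzyme-DMSO high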
mIAP inh: blocks mouse intestinal alkaline phosphatase. purified mouse IAP, CDP-Star luminescence, 30 min. inhibition, % at 10 µM. hit rate 0.2% among 330,000. AID 2806;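 active = inhibition of at least 40% at 10 µM in the primary screen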;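 also: plate controls were DMSO with enzyme for no effect and no enzyme wells for full effect; values of inactives mirror those of a sister screen read the other way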
hIAP act: human IAP activation | P09923 | purified human IAP, CDP-Star luminescence, 30 min; stronger effect = higher value; 1 = vehicle-only enzyme, 0 = enzyme-free background | activation factor at 10 µM | hit rate 0.16% among 330,000 | AID 2524;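 active = activation factor of the enzyme at least 2-fold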; also: the source names both 10 and 20 µM as test concentration; values of inactives mirror those of a sister screen read the other way
* hit, by the source's call; nt = no result given.

SMILES	NLRP3 yeast inh	hIAP block	A3G deaminase	beta cell repl	APOBEC3A inh	mIAP activ	SENP1 inh	mIAP inh	hIAP act
CN(CC1COc2ccccc2O1)C(=O)CSc1nncs1 (stereo not given)	12	9	-4	-1	1	0.99	3	1	0.91
Clc1ccc(Sc2cc(Cl)c(-c3ccccc3)nn2)cc1	31	9	1	-3	-3	1	1	-2	0.91
Cc1ccccc1CN1CCN(CC(=O)NCc2ccco2)C1=O	4	7	-1	2	5	0.97	-4	3	0.93
CC1=C(C(=O)Nc2ccc(C(=O)NCCCN3CCCCC3)cc2)SCCO1	8	-18	-11	0	-8	0.98	-3	2	1.2
COc1ccc(CN(Cc2cccn2C)S(=O)(=O)c2ccc(F)cc2)cc1	30	21	-2	-3	3	1	0	-4	0.79
Cc1ccc(C(=O)CSc2nc(-c3ccccc3)cc(=O)[nH]2)cc1	15	7	-3	-2	-1	0.85	-1	15	0.93
CCCCNC(=O)CNC(=O)c1cccs1	8	6	-4	-3	-4	0.96	1	4	0.94
Cc1onc(-c2c(F)cccc2Cl)c1-c1nnc(-c2ccc(C(F)(F)F)cc2)o1	12	15	-9	-6	-3	0.96	2	4	0.85
Cc1ccc(NC(=S)N(CCCN2CCOCC2)Cc2ccco2)cc1Cl	1	-10	-8	0	-4	1.1	2	-5	1.1
CC1=CC(C)(C)n2c(O)c(N=NC(N)=S)c3c(C)c(C)cc1c32	-2	-7	-5	-5	1	0.85	2	15	1.1
COc1ccc2nc(N3C(=O)CNC3=S)sc2c1	67*	6	-7	-3	-3	1	-2	-2	0.94
COC(=O)c1ccc(Sc2ccccc2NS(=O)(=O)c2ccc(C)cc2)nc1	12	-16	-3	1	-2	0.97	1	3	1.2
O=C(CSc1nc(=O)n(CCCN2CCOCC2)c2c1CCCC2)Nc1cccc([N+](=O)[O-])c1	22	13	-3	-1	0	0.9	0	10	0.87
CC(=O)Nc1ccc(SC[C@H](Cc2ccccc2)N2CC[C@@H](C(C)(C)C)CCC2=O)cc1	15	-2	-3	-7	1	1.1	-1	-12	1
O=S(=O)(NCCSCc1ccc(Cl)cc1Cl)c1ccc2c(c1)OCCO2	2	-1	2	-2	1	1.2	0	-19	1
CC1CC(C)CN(S(=O)(=O)c2ccc3c(c2)CC(C)N3C(=O)C2CC2)C1 (stereo not given)	6	-26	-6	0	-5	0.94	1	6	1.3
Cc1ccc2[nH]c(=O)c(CN(Cc3cccs3)S(=O)(=O)c3ccc4c(c3)OCCO4)cc2c1	3	7	-10	-3	-2	0.92	1	8	0.93
CCC(Oc1ccccc1)C(=O)Nc1nnc(S(=O)(=O)Nc2ccccc2)s1 (stereo not given)	20	0	-7	-2	1	1	2	-5	1
CCCCC[C@@H]1C=C(C(=O)O)[C@H](c2ccc(C#N)cc2)N1S(=O)(=O)c1ccc(C)cc1	20	-4	-2	-3	-1	0.91	-1	9	1
CCCOc1ccc(C(=O)NNC(=S)NC(=O)c2ccccc2[N+](=O)[O-])cc1	33	-114	-4	-2	-1	0.84	0	16	2.1*
Cn1c2ccccc2c2c(C(=O)N3CCN(c4ccccc4)CC3)cn(C3CCCC3)c(=O)c21	11	-18	2	-2	3	0.75	-1	25	1.2
Cc1ccc(NC(=O)N2CCCC2C(=O)Nc2ccc(-n3cnnn3)c(C)c2)cc1 (stereo not given)	11	-7	-4	-3	-3	1	0	-3	1.1
CCCCN(C)CCNC(=O)Cn1ncc2c(=O)oc3ccc(C)cc3c21	3	2	0	-2	-2	1	-1	-2	0.98
CC(C)(C)CC(=O)Nc1cc2c3c(c1)CCN3C(=O)CC2	3	-12	-9	-6	-10	1	2	-3	1.1
Cc1ccccc1NC(=O)C(=O)NCCCN1CCCC1=O	18	-14	-12	-1	-2	1.1	-1	-6	1.1
Cn1cc(CN2CCCC(C(=O)c3ccc(-c4ccccc4)cc3)C2)cn1 (stereo not given)	30	-15	-7	-2	-2	0.96	2	4	1.2
CCC(=O)n1nc(-c2ccco2)nc1N	-13	-11	-1	2	3	1	-1	-3	1.1
O=C(CNC(=O)C1CCCCC1)OCC(=O)c1ccc(Cl)s1	20	-4	-5	-3	0	0.91	-1	9	1
O=C(Nc1cccc(F)c1)C1CC(=O)N(c2ccc(Br)cc2)C1 (stereo not given)	9	-6	-5	-3	-4	1.1	3	-8	1.1
COc1cc(OC)c2c(-c3ccccc3)cc(=O)oc2c1C(CCN1CCOCC1)c1ccc(N(C)C)cc1 (stereo not given)	nt	nt	-4	nt	2	1	-2	1	nt
Cc1ccc(OCC(=O)Nc2cc(NC(=O)COc3ccc(C)cc3)cc(C(=O)O)c2)cc1	4	5	12	0	-1	0.93	-1	7	0.95
COC(=O)c1cc2ccsc2n1CC(=O)Nc1cc(Cl)ccc1OC	12	-22	-5	-4	-3	1.1	1	-10	1.2
Clc1cccc(-c2nnc(-c3ccno3)o2)c1	12	-3	-1	0	4	0.89	1	11	1
Cc1ccccc1S(=O)(=O)c1c(C)cc(-c2ccccc2)[nH]c1=O	4	-3	2	-1	3	0.94	0	6	1
COc1ccccc1C(CNC(=O)CSc1ccc2ccccc2c1)N(C)C (stereo not given)	23	-53	-8	-4	-2	1.1	2	-8	1.5
O=C(CN1CCN(C2CCCCC2)CC1)Nc1ccc(Br)cc1	2	-6	-6	0	5	1	0	-2	1.1
CCC/C=N/Nc1nnc(Cc2ccccc2)c(=O)[nH]1	18	-2	-5	0	-5	0.99	3	1	1
O=C(O)c1ccc(N/N=C/c2ccc(OC(=O)c3ccccc3Cl)cc2)cc1	5	1	-4	-4	3	0.97	-2	3	0.99
O=[N+]([O-])c1ccccc1S(=O)(=O)Nc1nc2ccccc2s1	5	4	-4	7	3	0.99	2	0	0.96
Cc1nc(NN)c2c3c(sc2n1)COC(C)(C)C3	2	-7	-9	-4	-5	0.96	-1	4	1.1
COCC(C)NC(=O)C1c2ccccc2Oc2ccccc21 (stereo not given)	20	-8	-1	-1	-3	1.1	0	-5	1.1
O=C(c1ccc(SCc2cccc(Br)c2)c([N+](=O)[O-])c1)N1CCN(c2ccccn2)CC1	5	10	-5	-3	-3	0.93	1	7	0.9
O=C(Nc1ccc2[nH]ncc2c1)c1cccc(F)c1	21	21	0	3	-1	0.99	2	1	0.79
COc1ccc(C2/C(=C(/O)c3ccccc3)C(=O)C(=O)N2CCCN2CCOCC2)cc1 (stereo not given)	-11	-16	-1	-3	-5	1	-2	-1	1.2
O=C(CSCc1ccco1)c1cccs1	-58	8	1	-2	4	0.83	-9	17	0.92

Looked up by structure from the entries so far:
SMILES	NLRP3 yeast inh	hIAP block	A3G deaminase	beta cell repl	APOBEC3A inh	mIAP activ	SENP1 inh	mIAP inh	hIAP act
O=C(CN1CCN(C2CCCCC2)CC1)Nc1ccc(Br)cc1	2	-6	-6	0	5	1	0	-2	1.1
O=C(CSCc1ccco1)c1cccs1	-58	8	1	-2	4	0.83	-9	17	0.92
COc1ccccc1C(CNC(=O)CSc1ccc2ccccc2c1)N(C)C (stereo not given)	23	-53	-8	-4	-2	1.1	2	-8	1.5

Additional results
SMILES	NLRP3 yeast inh	hIAP block	A3G deaminase	beta cell repl	APOBEC3A inh	mIAP activ	SENP1 inh	mIAP inh	hIAP act
CC1CN(C(=O)COC(=O)Cc2c(F)cccc2Cl)CC(C)O1 (stereo not given)	3	-20	-5	-1	-1	1.1	1	-13	1.2
CCOC(=O)C(Cc1ccccc1)NC(C)=O (stereo not given)	-9	-3	0	-1	1	0.96	-3	4	1
CN1CCN(CCCC(=O)c2ccc(F)cc2)CC1	8	17	-3	-3	-2	0.94	5	6	0.83
COc1cccc(Nc2ncc(C(=O)O)c3ccccc23)c1	21	27	-6	-1	-3	0.93	-7	7	0.73
CCOC(=O)CCNC(=O)N1CCCC(C(=O)c2cccc(Cl)c2)C1 (stereo not given)	23	10	-5	1	-3	0.89	0	11	0.9
CCOc1ccccc1CNC(=O)C1CCN(c2nc3ccccc3o2)CC1	23	17	-6	-1	-1	1.1	3	-5	0.83
Cc1ccc(S(=O)(=O)NCCSC(C)(C)C)cc1	17	8	-2	0	1	1	2	-4	0.92
CC(=O)c1ccc(N2CCN(CC(=O)N(C3CC3)C3CCS(=O)(=O)C3)CC2)c(F)c1 (stereo not given)	12	16	-9	-2	-4	1	1	-2	0.83
CCO/C=C/C(O)(CNC(=O)COc1ccccc1F)C(F)(F)F (stereo not given)	21	5	-4	2	-3	0.96	3	4	0.95
CCC(=O)c1ccc(OCC(=O)OCC(=O)NCCCc2ccccc2)cc1	23	-5	-13	6	0	0.94	3	6	1
CN1C(=O)c2ccccc2Sc2ccc(C(=O)O)cc21	20	-7	1	4	5	1	1	-5	1.1
Cc1ccc(N(C(=O)C(F)(F)F)C(C(=O)NC2CCCCC2)c2cccs2)cc1 (stereo not given)	20	7	-5	-2	0	0.95	-1	5	0.93
O=C(c1n[nH]c(=O)c2ccccc12)N1CCN(c2ccccc2)CC1	-4	-26	0	2	0	1	0	-2	1.3
Cn1c(CCN2CCCC2)nc2cc(NS(=O)(=O)c3ccccc3)ccc21	8	-20	-7	2	-2	0.98	-9	2	1.2
CCCCCN1CC(O)=C(c2ccccc2)C1=N	11	0	-2	-3	1	0.99	2	0	1
O=C(O)/C=C/C(=O)N1CCc2ccccc21	15	-1	-1	0	-2	1.1	-1	-7	1
CC(C)n1cc(NC(=O)c2cc(-c3ccccc3)on2)cn1	19	4	-1	2	3	1	0	-2	0.96
O=C(CCc1ccc(S(=O)(=O)N2CCOCC2)cc1)OCC(=O)c1ccc(Br)cc1	35	-27	-4	0	-2	0.96	0	4	1.3
CCN(CC(=O)Nc1c(F)cccc1F)C(=O)c1csc2c1CCCC2	26	-1	4	-2	1	1.1	0	-6	1
COc1ccc(NC(=O)C(=O)NCCCn2ccnc2)cc1	-4	-12	-2	-3	3	0.9	0	10	1.1
Nn1c(SCC(=O)Nc2nccs2)nnc1-c1ccco1	18	4	-9	3	4	1	-2	-2	0.96
Cc1ccc(NC(=O)CN2CCCC2c2cccs2)cc1S(=O)(=O)N1CCCCC1 (stereo not given)	12	11	-3	-6	0	1.1	0	-8	0.89
CCCCC(=O)Nc1ccc(C(=O)NNC(=O)CCCOc2ccc(Cl)cc2Cl)cc1	7	-53	-2	0	5	0.93	1	8	1.5
COc1cccc(C(=O)NC2CCN(CC(=O)Nc3ccccc3Cl)CC2)c1	15	6	-1	-2	3	1.1	1	-11	0.94
Cc1cccc(-n2ncc3c(N(C)C4CCCCC4)ncnc32)c1	38	11	-4	-5	-4	0.99	-47	1	0.89
CCOC(=O)/C(N)=C/c1ncc(C(F)(F)F)cc1Cl	8	2	-5	1	-4	0.97	-1	3	0.98
Cc1cc(C(F)(F)F)c2c(N)c(C(=O)NC3CC3)sc2n1	30	-7	-5	-1	0	0.99	16	1	1.1
NC(=O)c1c(NC(=O)c2ccccc2)sc2c1CCCC2	25	-1	-4	-5	-1	0.97	-9	2	1

High-throughput results as filed in PubChem BioAssay.

An excerpt (hit frequency here may not be typical).
